Screens from PubChem BioAssay.
M5 ag = human M5 muscarinic receptor agonists, primary screen, CHO-K1 cells, Fluo-8 calcium fluorescence. 0.19% of 360,000 active. activation, % at 3 µM. CHO-K1 hM5 cells; 0% DMSO wells, 100% maximal acetylcholine response. Muscarinic acetylcholine receptor M5 (Homo sapiens), P08912;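 active = activation above the run's mean over test compounds plus 3 SD, cut at about 23% in these data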;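 also: signal is peak over basal fluorescence ratio across the kinetic read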
CHRM4 agonist = human M4 muscarinic receptor agonists, primary screen, CHO-K1 cells, Fluo-8 calcium fluorescence; Muscarinic acetylcholine receptor M4 (Homo sapiens), P08173; CHO-K1 hM4/Gqi5; vehicle 0%, full acetylcholine response 100%; activation, % at 3 µM; 0.14% of 360,000 active; AID 624127, 2012;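 active = activation above the run mean over all test wells plus 3 SD, cut at about 32% in these data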;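 also: peak over basal fluorescence ratio per well then scaled between controls; 0% = DMSO wells and 100% = acetylcholine at EC100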
Target sequence (P08173 whole entry, looked up): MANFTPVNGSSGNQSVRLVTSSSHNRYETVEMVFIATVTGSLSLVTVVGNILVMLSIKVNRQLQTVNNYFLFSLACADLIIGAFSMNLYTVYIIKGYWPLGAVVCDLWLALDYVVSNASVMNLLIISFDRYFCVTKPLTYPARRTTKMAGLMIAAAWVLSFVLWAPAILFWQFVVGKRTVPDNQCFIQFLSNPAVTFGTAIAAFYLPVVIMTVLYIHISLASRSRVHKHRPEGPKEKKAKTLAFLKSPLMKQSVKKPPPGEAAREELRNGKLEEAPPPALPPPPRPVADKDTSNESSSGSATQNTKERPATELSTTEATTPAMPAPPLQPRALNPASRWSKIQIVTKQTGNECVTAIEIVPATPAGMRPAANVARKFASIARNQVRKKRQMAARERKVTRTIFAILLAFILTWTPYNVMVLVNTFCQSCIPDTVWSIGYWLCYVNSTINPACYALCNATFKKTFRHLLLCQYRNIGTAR
M1 PAM = human M1 muscarinic receptor positive allosteric modulators, primary screen, CHO-K1 cells, Fluo-8 calcium fluorescence, 1536-well; 0.088% of 360,000 active; AID 588819, 2011; activation, % at 3 µM; CHO-K1 hM1, ACh EC20; 0% = ACh EC20, 100% = maximal ACh; Muscarinic acetylcholine receptor M1 (Homo sapiens), P11229; in the data active = activation above about 19%, passing the limit was not always enough
TAAR1 ag = human TAAR1 agonists, primary screen, Fluo-8 calcium fluorescence, CHO RD-HGA16 cells. vehicle wells 0%, saturating PEA agonist 100%. activation, % at 3 µM. 0.99% of 360,000 active;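 active = activation above the mean activation of all test compounds in the run plus 3 SD, cut at about 38% in these data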
Target sequence (Q96RJ0 whole entry, looked up): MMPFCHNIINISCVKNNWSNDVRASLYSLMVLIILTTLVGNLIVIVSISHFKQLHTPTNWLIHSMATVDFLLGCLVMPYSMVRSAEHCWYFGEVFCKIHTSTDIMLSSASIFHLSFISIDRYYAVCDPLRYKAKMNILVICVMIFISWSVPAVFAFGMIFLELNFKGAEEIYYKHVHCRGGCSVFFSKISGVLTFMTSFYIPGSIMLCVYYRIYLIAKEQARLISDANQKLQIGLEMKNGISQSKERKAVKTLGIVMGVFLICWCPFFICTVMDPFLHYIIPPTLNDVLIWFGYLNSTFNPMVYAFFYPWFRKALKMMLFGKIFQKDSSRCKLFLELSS
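Test system: RD-HGA16 (CHO) cells co-expressing Gα16 and hTAAR1; dosing: one-point dosing at 3 µM (nominal); timing: 17-24 h seeding, 75 min 37 °C dye, 30 min RT; signal: kinetic Fluo-8 calcium fluorescence; read-out basis: % activation relative to PEA EC100 response; controls: DMSO and PEA EC100; replicates: n 1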
M1 antag = human M1 muscarinic receptor antagonists, primary screen, CHO-K1 cells, Fluo-8 calcium fluorescence, 1536-well; inhibition, % at 3 µM; Muscarinic acetylcholine receptor M1 (Homo sapiens), P11229; CHO-K1 hM1, ACh EC80 antagonist; 1.3% of 360,000 active;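 active = percent inhibition above its own plate's cutoff, namely the mean of that plate's compound wells plus 3 SD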;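 also: peak over basal fluorescence ratio during 140 s after agonist addition; 0% = ACh EC80 plus DMSO and 100% = DMSO alone without agonist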
CHRM4 antagonist = human M4 muscarinic receptor antagonists, primary screen, CHO cells, Fluo-8 calcium fluorescence. Muscarinic acetylcholine receptor M4 (Homo sapiens), P08173. CHO-hM4 cells, ACh EC80. inhibition, % at 3 µM. 0.73% of 360,000 active;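 active = inhibition above its plate's cutoff, the mean inhibition of sample wells plus 3 SD, cut at about 27% in these data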;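 also: 0% = acetylcholine EC80 with DMSO and 100% = DMSO without agonist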
M1 ag = human M1 muscarinic receptor agonists, primary screen, Fluo-8 calcium fluorescence, CHO-K1 cells, HTS; Muscarinic acetylcholine receptor M1 (Homo sapiens), P11229; AID 588814, 2011; activation, % at 3 µM; CHO-K1 hM1, agonist mode; 0% DMSO, 100% acetylcholine EC100; 0.33% of 360,000 active;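 active = activation above the run's mean compound activation plus 3 SD, cut at about 16% in these data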;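 also: peak over basal fluorescence ratio within a 140 s kinetic read after compound addition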
CHRM5 PAM = human M5 muscarinic receptor positive allosteric modulators, primary screen, CHO-K1 cells, Fluo-8 calcium fluorescence; Muscarinic acetylcholine receptor M5 (Homo sapiens), P08912; CHO-K1 hM5, ACh EC20 PAM; 0% = ACh EC20, 100% = ACh EC100; activation, % at 3 µM; 0.3% of 360,000 active; AID 624038, 2012;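 active = activation above the run cutoff, the mean activation of all test compounds plus 3 SD, cut at about 18% in these data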
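system = human M5 receptor in CHO-K1 cells | reagent = EC20 acetylcholine as agonist stimulus | compound dosing = single-point, 3 µM nominal | incubation = Fluo-8 loading 80 min at 37 °C plus 30 min room temperature | detection = Fluo-8 calcium dye fluorescence, kinetic read | benchmarks = low control EC20 acetylcholine (0%), high control EC100 acetylcholine (100%)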
M5 antag = human M5 muscarinic receptor antagonists, primary screen, CHO cells, Fluo-8 calcium fluorescence | CHO-hM5 cells, ACh EC80 | inhibition, % at 3 µM | 0.59% of 360,000 active | AID 624040, 2012;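 active = inhibition above a per-plate cutoff, the mean of that plate's test compounds plus 3 SD, cut at about 27% in these data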;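 also: 0% = acetylcholine EC80 with DMSO and 100% = DMSO without agonist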
* hit, by the source's call.

Values in the order – M5 ag, CHRM4 agonist, M1 PAM, TAAR1 ag, M1 antag, CHRM4 antagonist, M1 ag, CHRM5 PAM, M5 antag
CCN(CC)S(=O)(=O)c1ccc(Cl)c(NC(=O)COc2ccccc2[N+](=O)[O-])c1
 : 0, 4, 0, 11, 5, 3, -10, -8, -2
CC(=O)c1sc(NC(=O)CS(=O)(=O)c2ccccc2)nc1-c1ccccc1
 : -3, 1, 0, 0, -8, 1, -3, -13, 7
COC(=O)c1nn(-c2ccc(OC)cc2)c(=O)cc1NN
 : 0, 2, -19, 6, 59*, -6, -11, -3, 1
CC(=O)NC(CC(=O)N1CCN(C(C)=O)CC1)c1ccccc1 (stereo unspecified)
 : -4, 0, 1, 4, 8, 3, -2, -5, 9
Cc1oc(C(C)(C)C)cc1C(=O)N1CCN(c2ccc(C(F)(F)F)cn2)CC1
 : 5, 0, 10, 2, -11, -1, -3, 14, 1
CC(C)C(NC(=O)c1cccnc1)C(=O)O (stereo unspecified)
 : -3, 1, 13, 15, -11, -7, -8, 9, -9
Cc1ccccc1OCC(=O)NN1CCN(C)CC1
 : -5, 5, 2, 6, 3, 8, -11, -2, 3
COc1ccc(Br)cc1CNC(=O)CCCc1cn(C)c2ccccc12
 : 2, 0, 14, -2, -12, -13, 5, -6, 9
COc1ccc(CN2CCNC(=O)C2CC(=O)NC2CCCCCC2)c(F)c1 (stereo unspecified)
 : -5, 1, 17, 0, -15, -7, 0, 6, 2
Cc1cc(NC(=O)c2ccc3nc(-c4ccccc4)c(-c4ccccc4)nc3c2)no1
 : 0, 1, -2, 1, 3, -9, -1, -2, 2
O=C(NCc1ccccc1)Nc1cccn(Cc2ccccc2)c1=O
 : -3, 1, -4, -2, 7, 1, -5, -3, 3
CCOC(=O)c1cnn(-c2nc3c(C)cccc3s2)c1C
 : -1, 1, 9, 20, -7, 7, -4, 0, 0
CC1=NOC(=O)/C1=C\c1ccc(-c2ccccc2Br)o1
 : -2, 1, 9, 46*, 20, -1, 3, 2, 13
COc1cc(NC(=O)c2cccc([N+](=O)[O-])c2)ccc1NC(=O)c1cc2ccccc2o1
 : 1, 2, 8, 3, -12, -7, 0, -8, 4
O=C(CC(O)(c1ccccc1)C(F)(F)C(F)F)c1cccs1 (stereo unspecified)
 : -6, -2, -3, 2, -2, -4, -7, -5, 8

Going on with the list.
Values in the order – M5 ag, CHRM4 agonist, M1 PAM, TAAR1 ag, M1 antag, CHRM4 antagonist, M1 ag, CHRM5 PAM, M5 antag
COC(=O)CNC(=O)C1CC(=O)N(CCc2ccc(F)cc2)C1 (stereo unspecified)
 : 5, 0, 21, 4, -20, -6, 2, -2, -5
CCCCn1c(N)c(N(CC(C)C)C(=O)c2c(CC)noc2C)c(=O)[nH]c1=O
 : -1, 1, 13, 2, -4, -7, 4, -6, 17
CC(C)C(=O)Nc1nnn(C)n1
 : 2, 0, 8, 9, -10, 10, -6, 4, -3
O=C(NCc1cccs1)C1CC(=O)N(C2CCCC2)C1 (stereo unspecified)
 : -2, 1, 5, 2, -28, -13, 0, 1, -11
CCN(CC)S(=O)(=O)c1cc(C(=O)N=c2sccn2C)ccc1OC
 : -1, 5, -3, 14, 11, 3, -2, -7, 15
Cc1ccc(-n2c(N)c(C(N)=O)sc2=S)cc1
 : -2, 1, 8, 6, -15, 4, -2, -1, 4
O=C(N/N=C/c1cccs1)C1CC(=O)N(c2ccccc2)C1 (stereo unspecified)
 : 1, 0, 2, 3, 0, -5, -6, -3, -10
CCOC(=O)N1CCC(N2Cc3cccc(C(=O)N4CCN(c5cccc(Cl)c5)CC4)c3C2=O)CC1
 : 0, 5, 5, 8, 2, -2, -9, 4, 4
CC(C(=O)Nc1ccccc1)N(C)Cc1cccs1 (stereo unspecified)
 : -2, -1, -2, 12, 5, 7, -6, -1, 9
O=C1CC(NNc2ccccc2)C(=O)N1c1cccc(Cl)c1 (stereo unspecified)
 : 2, 1, 13, 21, -12, -6, 2, 3, 0
COc1ccccc1CNC(=O)CN1C(=O)NC(C)(c2ccc(C)cc2)C1=O (stereo unspecified)
 : -5, 1, 6, -4, -13, -10, -11, 1, 2
CCOc1cc(S(=O)(=O)N(CC)CC)ccc1Cl
 : -9, 0, 3, -1, 1, -9, -14, 6, -8
CC1=C(C(=O)OCc2ccccc2)C(c2cccnc2)n2nnnc2N1 (stereo unspecified)
 : -3, 0, 1, 3, -23, 4, -1, -2, -1
C[C@@H]1CN([C@H](C)CO)C(=O)CCCn2nncc2CO[C@H]1CN(C)Cc1ccccc1C(=O)O
 : 2, 0, 7, 0, -12, -7, -2, -4, 7
Cc1ccc(CC(=O)CCc2ccccc2)cc1
 : 1, 2, 4, 15, -10, -6, -7, 7, -3

Other records follow:
Values in the order – M5 ag, CHRM4 agonist, M1 PAM, TAAR1 ag, M1 antag, CHRM4 antagonist, M1 ag, CHRM5 PAM, M5 antag
Nc1ccc2c(c1)C(=O)Cc1ccccc1S2
 : 3, 1, 6, 2, 0, -3, -2, 1, -4
CC1CCN(c2cc(N3CCOCC3)c([N+](=O)[O-])cc2F)CC1
 : 4, -1, 1, 12, -18, -8, 3, 5, -13
CN(CC(=O)Nc1cccc(F)c1)C(=O)C1CCN(S(=O)(=O)c2ccc3c(c2)OCCO3)CC1
 : 0, 5, 6, 3, -4, -6, -4, 1, 1
CCOc1cc(C(=O)O)cc(Cl)c1OC
 : 2, 0, 7, 2, -27, -8, 0, -1, -3
COC(=O)C(Cc1ccccc1)NC(=S)NC(=O)c1ccccc1 (stereo unspecified)
 : -9, 2, 1, 2, -16, -8, -7, 3, 6

Molecules shown so far with a furan ring, fused or not:
Values in the order – M5 ag, CHRM4 agonist, M1 PAM, TAAR1 ag, M1 antag, CHRM4 antagonist, M1 ag, CHRM5 PAM, M5 antag
Cc1oc(C(C)(C)C)cc1C(=O)N1CCN(c2ccc(C(F)(F)F)cn2)CC1
 : 5, 0, 10, 2, -11, -1, -3, 14, 1
CC1=NOC(=O)/C1=C\c1ccc(-c2ccccc2Br)o1
 : -2, 1, 9, 46*, 20, -1, 3, 2, 13
COc1cc(NC(=O)c2cccc([N+](=O)[O-])c2)ccc1NC(=O)c1cc2ccccc2o1
 : 1, 2, 8, 3, -12, -7, 0, -8, 4

Given as labelled records: part of the list above
Structure: Cc1ccc(-n2c(N)c(C(N)=O)sc2=S)cc1
- M5 ag = -2
- CHRM4 agonist = 1
- M1 PAM = 8
- TAAR1 ag = 6
- M1 antag = -15
- CHRM4 antagonist = 4
- M1 ag = -2
- CHRM5 PAM = -1
- M5 antag = 4

Structure: O=C(N/N=C/c1cccs1)C1CC(=O)N(c2ccccc2)C1 (stereo unspecified)
- M5 ag = 1
- CHRM4 agonist = 0
- M1 PAM = 2
- TAAR1 ag = 3
- M1 antag = 0
- CHRM4 antagonist = -5
- M1 ag = -6
- CHRM5 PAM = -3
- M5 antag = -10

Structure: CCOC(=O)N1CCC(N2Cc3cccc(C(=O)N4CCN(c5cccc(Cl)c5)CC4)c3C2=O)CC1
- M5 ag = 0
- CHRM4 agonist = 5
- M1 PAM = 5
- TAAR1 ag = 8
- M1 antag = 2
- CHRM4 antagonist = -2
- M1 ag = -9
- CHRM5 PAM = 4
- M5 antag = 4

Not all compounds are listed; the hit share may differ from the screen's.
